Screens as filed in PubChem.
TDP-43 yeast inh – qHTS of TDP-43 Inhibitors; TDP-43 expressing yeast growth rescue, BacTiter-Glo, 24 h; Potency, µM (highest dose often 46.1 µM), for the others: top-dose growth rescue (activation), actives largely listed as activators; 410,000 tested, 1.8% active; AID 652104, 2013; note: % of control where 0% means no effect; nearly all actives have a fitted effect of over 50% in size
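Growth rescue of TDP-43-toxic yeast measured as ATP luminescence (BacTiter-Glo). Cells grown to mid-log in raffinose, induced in galactose at OD600=0.02, exposed to compound 24 hr at 30 deg C.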
EPAC1 ag – qHTS for Agonist of cAMP-regulated guanine nucleotide exchange factor 3 (EPAC1): primary screen. Rap guanine nucleotide exchange factor 3 (Homo sapiens), O95398. EPAC1 agonist qHTS, biochemical assay; response scale: 100% = response to 6.5 mM cAMP. Potency, µM (series often up to 154 µM), for inactives: at the highest dose activation, actives largely listed as activators. 360,000 tested, 0.073% active. AID 720707, 2013; note: nearly all actives have a fitted effect of over 60% in size
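Read-out is the fluorescence drop as BODIPY-GDP leaves Rap1B (480 nm excitation, 540 nm emission), recorded every 5 minutes over 30 minutes. Reactions held 100 nM EPAC1, 250 nM Rap1B–BODIPY-GDP and 50 uM GDP, with 6.5 mM cAMP setting full activation.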
FUS suppressor – qHTS for Suppressors of FUS Proteinopathy: Primary screen using FUS-linked yeast assay; S. cerevisiae FUS-expressing, growth rescue, OD600, 24 h; Potency, µM (titrated, usually from 76.6 µM), without a hit: at the top dose growth rescue (activation), most hits filed as activators; AID 1347120, 2019; 390,000 tested, 0.24% active;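 note: plate controls were DMSO vehicle for no effect and reference control for full effect; nearly all actives have a fitted effect of over 55% in size; some results filed as inactive show a strong effect at the top dose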
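S. cerevisiae expressing FUS from galactose induction served as the toxicity model. Growth after 24hr at 30C, read as absorbance at 600 nm, indicates suppression of toxicity; compounds dosed at several concentrations.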
PTHR1 agonist – qHTS for PTHR1 Agonists: Primary Screen; Parathyroid hormone/parathyroid hormone-related peptide receptor (Homo sapiens), Q03431; HEK293 GP2 PTHR1 cells, GloSensor cAMP luminescence, 1 h; Potency, µM (series often up to 115 µM), for the others: at the highest dose activation, usual class: activators; 410,000 tested, 0.075% active; AID 743266, 2014; note: nearly all actives have a fitted effect of over 55% in size; some results filed as inactive show a strong effect at the top dose; inactives centre near -15; many of its hits are not listed in these tables
Target sequence (Q03431 whole entry, looked up): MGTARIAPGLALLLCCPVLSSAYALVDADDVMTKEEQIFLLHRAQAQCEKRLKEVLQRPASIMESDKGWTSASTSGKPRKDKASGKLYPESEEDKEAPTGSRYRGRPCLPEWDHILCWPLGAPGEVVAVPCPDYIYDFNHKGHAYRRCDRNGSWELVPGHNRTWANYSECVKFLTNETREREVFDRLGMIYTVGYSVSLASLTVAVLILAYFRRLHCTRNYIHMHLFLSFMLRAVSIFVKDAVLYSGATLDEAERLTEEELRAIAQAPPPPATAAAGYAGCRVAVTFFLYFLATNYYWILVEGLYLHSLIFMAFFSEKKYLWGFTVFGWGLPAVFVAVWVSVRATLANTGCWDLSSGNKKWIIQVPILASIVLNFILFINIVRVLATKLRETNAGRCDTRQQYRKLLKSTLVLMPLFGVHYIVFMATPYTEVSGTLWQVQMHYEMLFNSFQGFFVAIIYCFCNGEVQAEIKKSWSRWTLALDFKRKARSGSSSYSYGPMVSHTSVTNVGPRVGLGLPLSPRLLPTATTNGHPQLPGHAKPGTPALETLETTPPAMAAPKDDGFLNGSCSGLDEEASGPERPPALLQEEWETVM
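HEK-293-derived GP2 cells expressing PTHR1 and a GloSensor cAMP reporter, 3,000/well, plated overnight, given luciferin plus IBMX (each 0.5 mM as added) for 1 h at 37 °C, then compound for 1 h at 37 °C. Luminescence was read after 15 min at room temperature.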
EPAC1 antagonist – qHTS for Antagonist of cAMP-regulated guanine nucleotide exchange factor 3 (EPAC1): primary screen. Rap guanine nucleotide exchange factor 3 (Homo sapiens), O95398. EPAC1 GEF assay, Rap1b-BODIPY-GDP exchange fluorescence. Potency, µM (titrated, usually from 115 µM), for inactives: top-dose activity change, negative = inhibition, usual class: inhibitors. 360,000 tested, 0.14% active. AID 720709, 2013;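 note: plate controls were vehicle for no effect and positive control for full effect; nearly all actives have a fitted effect of over 50% in size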
EPAC2 agonist – qHTS for Agonist of cAMP-regulated guanine nucleotide exchange factor 4 (EPAC2): primary screen. EPAC2 activation, biochemical qHTS; response scale: 100% = 6.5 mM cAMP response. Potency, µM (titrated, usually from 154 µM), without a hit: top-dose activation, usual class: activators. 360,000 tested, 0.079% active. AID 720711, 2013; note: nearly all actives have a fitted effect of over 50% in size
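Exchange assay: 100 nM EPAC2 with 250 nM Rap1B-BODIPY-GDP and 50 uM GDP. Fluorescence (ex 480/em 540 nm) read every 5 min for 30 min at room temperature. Data normalized to 6.5 mM cAMP as agonist control.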
EPAC2 antagonist – qHTS for Antagonist of cAMP-regulated guanine nucleotide exchange factor 2 (EPAC2): primary screen; Rap guanine nucleotide exchange factor 4 (Homo sapiens), Q8WZA2; EPAC2 GEF exchange of Rap1B-BODIPY-GDP, fluorescence; Potency, µM (titrated, usually from 114 µM), without a hit: at the top dose activity, negative = inhibition, hits mostly inhibitors; 360,000 tested, 0.18% active; AID 720708, 2013; note: % is set by controls: 0 for no effect and ±100 for the full control effect; nearly all actives have a fitted effect of over 45% in size; many of its hits are not listed in these tables
aSyn rescue – qHTS of alpha-syn Inhibitors. Yeast expressing alpha-synuclein, growth rescue, BacTiter-Glo, 24 h. Potency, µM (top dose mostly 46.1 µM), for inactives: top-dose growth rescue (activation), actives largely listed as activators. 370,000 tested, 0.14% active. AID 652106, 2013; note: % of control where 0% means no effect; nearly all actives have a fitted effect of over 65% in size
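Galactose-induced alpha-syn yeast (OD600=0.02, raffinose-pregrown) + pinned cpd, 24 hr, 30 deg C; growth by BacTiter-Glo luminescence. Growth restoration scores as activation.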
The depositor's hits bear a star; i = inactive; ? = inconclusive; · = not tested or not shown; & = joins results of further samples; [ ] = remark or other dose. Calls come from the whole dose curve; as a rule, active = well fitted curve in the direction sought with a large enough effect; inconclusive = small, poorly fitted or top-dose-only effect, or another doubt; inactive = no such curve, though single readings can be large; an effect the other way counts as inactive or inconclusive. Potency is the fitted concentration of half-maximal effect. Some of the compounds tested (hit frequency here may not be typical).

SMILES,TDP-43 yeast inh,EPAC1 ag,FUS suppressor,PTHR1 agonist,EPAC1 antagonist,EPAC2 agonist,EPAC2 antagonist,aSyn rescue
COc1ccc(C2CC(C)(c3ccc(OC)cc3OC)Nc3ccccc3N2)c(OC)c1 (configuration not stated),-20.3%,2.9%,16.9%,21.4%,-28.2%,3.6%,3.8%,0.5%
COc1ccc(CNC(=S)N/N=C/c2ccc(OC)c(OC)c2)cc1,-16.9%,9.3%,34.6%,-6.3%[57.5 µM],-13.9%,?,11.8%,-2.0%
CC1CCN(C(=O)CSc2nnc(-c3ccc(S(=O)(=O)N4CCOCC4)cc3)n2C)CC1,-16.1%,10.4%,-10.7%,i,-4.2%,1.3%,-2.1%,0.5%
COC(CNC(=O)C1CCCN(S(=O)(=O)c2ccc3c(c2)oc(=O)n3C)C1)OC (configuration not stated),-18.8%,12.2%,20.2%,i,22.9%,2.6%,2.6%,2.3%
COc1ccccc1CNCC(=O)N1CC(=O)Nc2ccccc21,-3.3%,3.2%,-0.9%,-23.8%,-4.6%,-3.0%,-4.3%,-0.2%
COc1cc(C2C(C(=O)OC(C)C)=C(C)Nc3ncnn32)cc(OC)c1OC (configuration not stated),11.4%,-13.6%,-4.5%,i,5.6%,11.5%,4.4%,-4.4%
Cc1ccc(C(C(=O)NC2CCCC2)N(C(=O)CNC(=O)c2cccs2)c2cccnc2)o1 (configuration not stated),23.6%,-0.9%,16.5%,9.1%[57.5 µM],?,0.1%,-5.1%,2.8%
Cn1c(Cc2cccs2)nnc1SC/C=C/c1ccccc1,?,-5.7%,16.0%,i,8.4%,-7.6%,7.2%,15.2%
Cc1cc(C)c2nc(-c3cccnc3)cc(C(=O)NC(C)c3cnn(C)c3C)c2c1 (configuration not stated),19.8%[9.22 µM],-1.1%,33.5%,-9.8%,7.0%,-7.6%,-6.0%,1.1%
CCOc1ccc(S(=O)(=O)N(C)CC(=O)NC2CC2)cc1,-23.9%,-13.2%,19.7%,21.2%,0.8%,8.0%,14.1%,2.6%
CN(C)CCCN1c2ccc3ccccc3c2Sc2cccc(Cl)c21,-7.5%,6.6%,·,?,3.1%,13.2%,-8.9%,-24.2%
CN1C(=O)c2ccc(C(=O)Nc3ccc(Br)cn3)cc2C1=O,10.6%,3.7%,22.2%,i,-10.5%,5.6%,-2.6%,1.0%
O=C(O)CC/C(=C\c1cccc(NC(=O)c2ccccc2Cl)c1)c1nc2ccccc2s1,-4.6%,?,42.1%,-94.4%[inhibitor],?,8.4%,6.5%,-11.9%
O=C(COc1ccccc1)Nc1ncn[nH]1,0.6%,2.9%,-22.4%,i,-26.3%,6.3%,5.4%,0.6%
COc1cccc(N(C(=O)c2ccn[nH]2)C2(C(=O)Nc3c(C)cccc3C)CCCCC2)c1,0.7%,8.3%,35.9%,-7.3%,-5.4%,-5.8%,-6.0%,0.2%
O=C(COC(=O)c1ccccc1F)Nc1cc(S(=O)(=O)N2CCOCC2)ccc1N1CCCC1,16.5%,3.9%,17.7%,i,-2.1%,11.1%,-7.2%,1.3%
CC1(C)CC2CC(C)(CN2S(=O)(=O)c2cccc(C(N)=O)c2)C1 (configuration not stated),16.6%,6.6%,5.9%,-14.3%,-7.6%,-5.1%,?,?
CSc1nnc(SCC#N)s1,-26.1%,7.4%,3.0%,i,-9.0%,6.4%,1.7%,-1.1%
CCCc1cc(=O)[nH]c(SCc2ccc(C#N)cc2)n1,14.5%,-3.2%,-8.8%,-4.5%[57.5 µM],10.0%,-7.3%,11.5%,4.0%
Cc1cc(Oc2ccccc2)nc(-c2ccccc2O)n1,-1.9%,10.6%,-2.5%,-24.3%[57.5 µM],3.0%,1.0%,-4.4%,-2.8%
CCc1ccc(NC(=O)Nc2cccs2)cc1,2.7%,-8.8%,?,-8.0%[57.5 µM],6.6%,-84.2%[inhibitor][15.6 µM],9.0%,-15.5%
O=C(c1sc2ccccc2c1Cl)N(Cc1ccccc1Cl)C1CCS(=O)(=O)C1 (configuration not stated),0.9%,5.8%,40.6%,i,2.8%,-2.8%,-6.1%,15.1%
COc1ccc(CN(CC(=O)NC2CCCC2)C(=O)c2onc(C(N)=O)c2N)cc1,-33.5%[inhibitor],-11.8%,-4.8%,-0.2%[57.5 µM],14.9%,-6.8%,9.1%,0.1%
CCOC(=O)N1CCC(NC(=O)C2CCN(c3nc(-c4ccc(OC)cc4)no3)CC2)CC1,-6.9%,-1.9%,6.0%,-37.9%[inhibitor],7.2%,-1.3%,4.4%,-0.4%
O=C(NCc1ccco1)c1cccc(NS(=O)(=O)c2ccccc2F)c1,2.9%,11.1%,-1.8%,i,-21.6%,2.3%,1.7%,-0.7%
CC1(C)C(C#N)=C(N)OC2=C1C(=O)CCC2,-10.1%,1.1%,12.2%,5.8%,10.4%,4.7%,14.5%,-1.6%
CC(=O)c1ccc(NC(=O)C2CCC(C)NC2=O)cc1 (configuration not stated),10.4%,-8.2%,-10.6%,i,4.2%,-8.2%,5.3%,-18.2%
Cc1c(C(=O)N2CCC2(C)C(=O)O)oc2ccccc12 (configuration not stated),0.0%,15.8%,-22.2%,-3.1%,-4.2%,3.8%,2.0%,9.4%
CCOC(=O)C1CCN(CC(O)COCc2ccc3c(c2)OCO3)CC1 (configuration not stated),20.8%,-1.0%,-32.5%,-15.7%,-2.9%,-2.8%,4.1%,2.9%
Cc1ccc(/C(N)=N/OC(=O)COc2ccc(Cl)c(C)c2)cc1,-7.0%,-1.4%,·,i,-3.5%,-2.1%,-6.9%,-0.8%
S=c1[nH]nc(-c2ccc(Cl)cc2Cl)n1-c1ccc2c(c1)OCCO2,10.8%,1.0%,29.3%,i,5.4%,7.2%,9.8%,7.0%
Cc1cc(=O)n2nc(N3CCC(C(=O)NCc4ccc(Cl)cc4)CC3)sc2n1,1.8%&24.2%,-1.6%,17.6%&7.2%,-0.5%,-12.5%,7.0%,-6.1%,-0.8%
O=C(Nc1nnc(-c2ccco2)o1)c1cccc(Cl)c1,0.0%,-5.6%,12.9%,i,-6.4%,-7.2%,0.9%,0.6%
CSc1nc(C)c(Cc2ccccc2)c(=O)[nH]1,-14.6%,6.7%,-4.9%,i,-5.8%,-1.0%,-5.4%,17.9%
CC(C)CCNC(=O)C12CN(Cc3ccccc3)CC1C(c1ccc([N+](=O)[O-])cc1)=NO2 (configuration not stated),8.1%,8.6%,34.3%,i,-19.1%,12.8%,7.4%,2.8%
COc1cc2c(cc1OC)CN(C(=O)c1cc(S(=O)(=O)N3CCOCC3)ccc1C)CC2,-5.3%,10.9%,5.2%,i,-12.7%,-2.7%,-6.5%,-0.7%
COc1cccc2c(=O)c3c(oc12)CCCC3,17.6%,-3.9%,-32.7%,-9.4%,11.0%,4.9%,1.0%,-0.4%
COC(=O)c1c(C)[nH]c(-c2csc(N)n2)c1C,2.8%,4.4%,21.5%,-3.3%,2.0%,11.4%,-0.1%,-0.2%
Cc1nc(CS(=O)(=O)c2ccccn2)sc1C(=O)NNC(=O)c1ccccc1,-3.8%,1.2%,13.6%,i,-7.1%,16.5%,6.1%,1.7%
N#Cc1ccccc1CN1C(=O)S/C(=C/c2cccn2-c2ccc(C(=O)O)cc2)C1=O,11.7%,3.6%,-12.7%,-25.2%,-1.2%,0.6%,15.3%,-7.9%
O=C1N(Cc2ccccc2)c2ccccc2OC1(F)F,0.0%,-4.1%,-17.8%,i,-10.6%,3.9%,?,3.4%
O=C(COC(=O)C1=NN(c2ccccc2)C(=O)CC1)Nc1ccc([N+](=O)[O-])cc1C(F)(F)F,21.0%,-5.9%,6.4%,-10.3%,-3.1%,-2.9%,4.9%,9.6%
CCCCc1cc(=O)oc2cc(OCC(=O)N3CCOCC3)ccc12,-18.6%,4.5%,11.5%,i,-3.9%,5.2%,-3.7%,-5.1%
Cc1ccc(N)cc1S(=O)(=O)N(C)C,-4.5%,-3.9%,4.8%,-2.6%,3.2%,15.0%,8.0%,-5.8%
CCC(C)NC(=O)c1ccc(CSCc2cccc(F)c2)o1 (configuration not stated),13.8%,4.5%,19.6%,-6.8%[57.5 µM],5.2%,3.0%,-3.1%,-0.3%
CCn1cnc2sc(C(=O)Oc3cccc(C)c3)c(C)c2c1=O,-17.9%,5.8%,16.3%,i,0.3%,-2.4%,-7.3%,-17.6%
OC[C@@H]1CN(Cc2cccs2)C[C@H](n2cnc3c(Nc4ccccc4)ncnc32)O1,12.3%,-14.0%,7.5%,-38.7%[inhibitor],-14.1%,7.1%,7.1%,-3.2%
CCOC(=O)c1cn(CC#N)c2cc(F)c(F)cc2c1=O,-22.1%,2.4%,10.8%,-2.0%,4.3%,9.9%,14.5%,0.9%
COC(=O)c1ccc(C(=O)NC2CC(C)(C)Cc3c2cnn3-c2ccc(F)cc2)nc1 (configuration not stated),?,10.6%,·,-7.2%,-8.4%,6.9%,-5.5%,-2.4%

Retrieved one by one from the entries so far (three):
SMILES,TDP-43 yeast inh,EPAC1 ag,FUS suppressor,PTHR1 agonist,EPAC1 antagonist,EPAC2 agonist,EPAC2 antagonist,aSyn rescue
COC(=O)c1ccc(C(=O)NC2CC(C)(C)Cc3c2cnn3-c2ccc(F)cc2)nc1 (configuration not stated),?,10.6%,·,-7.2%,-8.4%,6.9%,-5.5%,-2.4%
COc1cccc2c(=O)c3c(oc12)CCCC3,17.6%,-3.9%,-32.7%,-9.4%,11.0%,4.9%,1.0%,-0.4%
Cc1ccc(N)cc1S(=O)(=O)N(C)C,-4.5%,-3.9%,4.8%,-2.6%,3.2%,15.0%,8.0%,-5.8%
